# Bioassay records deposited in PubChem by National Center for Advancing Translational Sciences (NCATS).
# FUS suppressor: suppressors of FUS proteinopathy in yeast | Potency, µM (highest dose often 76.6 µM), for the others: at the highest dose growth rescue (activation), most hits filed as activators | 390,000 tested, 0.24% active | S. cerevisiae FUS-expressing, growth rescue, OD600, 24 h;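 note: potency is the fitted concentration of half-maximal effect; plate controls were DMSO vehicle for no effect and reference control for full effect; nearly all actives have a fitted effect of over 55% in size; some results filed as inactive show a strong effect at the top dose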
#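 Galactose (2%) drives FUS expression in yeast precultured in raffinose; seeding density OD 0.005. Test compounds incubated 24hr at 30C and 99% humidity before absorbance at 600 nm was measured.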
# Abeta rescue: compounds reversing amyloid beta toxicity in yeast | 410,000 tested, 0.063% active | yeast expressing A-beta42, growth rescue, OD600, 48 h; response scale: 0% DMSO, 100% iron-clioquinol control | Potency, µM (series often up to 46.1 µM), inactives show at the highest dose growth rescue, hits mostly activators; note: potency is the fitted concentration of half-maximal effect; nearly all actives have a fitted effect of over 55% in size
#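 Yeast growth medium received pinned compounds, then yeast cells expressing toxic A-beta were added; plates incubated at 30 C for 48 hr. Growth read as absorbance at 600 nm, normalized to DMSO and equimolar FeCl3 plus clioquinol controls.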
# PTHR1 ag: agonists of human PTHR1 parathyroid hormone receptor; HEK293 GP2 PTHR1 cells, GloSensor cAMP luminescence, 1 h; AID 743266; Q03431; 410,000 tested, 0.075% active; Potency, µM (series often up to 115 µM), for the others: at the highest dose activation, actives largely listed as activators; note: potency is the fitted concentration of half-maximal effect; nearly all actives have a fitted effect of over 55% in size; some results filed as inactive show a strong effect at the top dose; inactives centre near -15; many of its hits are not listed in these tables
# Target sequence (Q03431 whole entry, looked up): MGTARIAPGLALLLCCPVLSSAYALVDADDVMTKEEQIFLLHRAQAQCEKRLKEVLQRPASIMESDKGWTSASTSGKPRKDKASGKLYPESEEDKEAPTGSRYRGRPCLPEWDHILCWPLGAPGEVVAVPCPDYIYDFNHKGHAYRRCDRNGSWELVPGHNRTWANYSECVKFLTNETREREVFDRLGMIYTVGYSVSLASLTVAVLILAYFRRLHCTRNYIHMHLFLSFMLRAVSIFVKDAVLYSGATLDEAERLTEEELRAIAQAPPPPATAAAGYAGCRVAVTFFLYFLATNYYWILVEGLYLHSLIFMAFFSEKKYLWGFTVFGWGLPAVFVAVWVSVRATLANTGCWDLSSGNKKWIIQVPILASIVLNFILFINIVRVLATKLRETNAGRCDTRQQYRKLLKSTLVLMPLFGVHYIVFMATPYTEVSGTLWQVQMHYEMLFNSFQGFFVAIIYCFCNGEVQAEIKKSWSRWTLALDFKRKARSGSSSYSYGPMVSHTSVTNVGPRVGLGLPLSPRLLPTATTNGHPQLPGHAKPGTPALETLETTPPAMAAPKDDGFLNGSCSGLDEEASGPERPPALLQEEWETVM
#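 HEK-293-derived GP2 cells expressing PTHR1 and a GloSensor cAMP reporter, 3,000/well, plated overnight, given luciferin plus IBMX (each 0.5 mM as added) for 1 h at 37 °C, then compound for 1 h at 37 °C. Luminescence was read after 15 min at room temperature.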
# aSyn yeast inh: rescues yeast growth from alpha-synuclein toxicity; Yeast expressing alpha-synuclein, growth rescue, BacTiter-Glo, 24 h; 370,000 tested, 0.14% active; Potency, µM (series often up to 46.1 µM), for inactives: at the highest dose growth rescue (activation), actives largely listed as activators; note: potency is the fitted concentration of half-maximal effect; % of control where 0% means no effect; nearly all actives have a fitted effect of over 65% in size
#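 Galactose-induced alpha-syn yeast (OD600=0.02, raffinose-pregrown) + pinned cpd, 24 hr, 30 deg C; growth by BacTiter-Glo luminescence. Growth restoration scores as activation.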
# pAkt inh: inhibitors of Akt phosphorylation; 360,000 tested, 0.32% active; Neuro2A IGF-stimulated pAkt S473 HTRF, 20 min; active compounds read low; activity change, % for hits at 50 µM; in the data active = activity change below about -80%; inconclusive = mostly about -51% to -80%; note: % is set by controls: 0 for no effect and ±100 for the full control effect
#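 Single-point screen (50 µM final compound) in Neuro2A cells stimulated 20 min with 6 nM IGF at 37 deg C. After lysis, Ser473-phosphorylated Akt read by HTRF (ex 330 nm, em 615/665 nm) as the 665/615 ratio.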
# Mm-Cpn inhibitor: M. maripaludis TRiC chaperonin inhibition; Potency, µM (top dose mostly 76.9 µM), without a hit: top-dose activity, negative = inhibition, actives largely listed as inhibitors; 330,000 tested, 0.031% active; purified Mm-Cpn ATPase, ADP Transcreener TR-FRET; note: potency is the fitted concentration of half-maximal effect; % is set by controls: 0 for no effect and ±100 for the full control effect; nearly all actives have a fitted effect of over 80% in size
#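 Measured: ADP formation by purified Mm-CPN. Conditions: 25 nM protein, 10 uM ATP, Tris pH 7.4 with Mg2+, K+ and DTT, 37°C for 30 min. Detection: Transcreener HTRF after 30 min at room temperature.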
# GLP1R inv ag: inverse agonists of human GLP-1 receptor; AID 624417; P43220; HEK293 GLP-1R CRE-luciferase, luminescence, 24 h; GLP-1R form is constitutively active; Potency, µM (highest dose often 38.3 µM), without a hit: at the highest dose activity change, negative = inhibition, usual class: inhibitors; 410,000 tested, 1.6% active; note: potency is the fitted concentration of half-maximal effect; % is set by controls: 0 for no effect and ±100 for the full control effect; nearly all actives have a fitted effect of over 55% in size
# Target sequence (P43220 whole entry, looked up): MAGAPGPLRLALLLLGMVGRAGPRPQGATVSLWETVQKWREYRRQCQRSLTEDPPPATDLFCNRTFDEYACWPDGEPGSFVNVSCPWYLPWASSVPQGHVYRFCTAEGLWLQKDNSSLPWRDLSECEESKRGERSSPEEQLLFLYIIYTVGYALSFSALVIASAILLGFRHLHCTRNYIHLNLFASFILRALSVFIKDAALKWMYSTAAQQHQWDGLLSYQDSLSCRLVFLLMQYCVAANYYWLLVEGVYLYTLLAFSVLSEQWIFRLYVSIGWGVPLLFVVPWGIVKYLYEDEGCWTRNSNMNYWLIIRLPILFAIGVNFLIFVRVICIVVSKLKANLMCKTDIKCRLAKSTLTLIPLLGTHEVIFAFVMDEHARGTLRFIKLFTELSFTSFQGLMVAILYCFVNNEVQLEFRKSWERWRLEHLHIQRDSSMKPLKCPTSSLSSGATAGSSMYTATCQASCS
#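 Inverse agonists were sought by their lowering of basal cAMP reporter luciferase output in HEK293 cells stably carrying constitutively active human GLP-1R, after 24 h compound treatment.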
# TDP43 rescue: inhibitors of TDP-43 toxicity in yeast; TDP-43 expressing yeast growth rescue, BacTiter-Glo, 24 h; Potency, µM (series often up to 46.1 µM), for the others: top-dose growth rescue (activation), usual class: activators; 410,000 tested, 1.8% active; note: potency is the fitted concentration of half-maximal effect; % of control where 0% means no effect; nearly all actives have a fitted effect of over 50% in size
#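 Yeast cells expressing TDP-43 under galactose induction are exposed to compounds for 24 hr at 30 deg C. BacTiter-Glo luminescence measures growth, so protective compounds score as activators.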
# HEK293 tox: cytotoxic in the GLP-1 receptor inverse agonist counter-screen. Potency, µM (series often up to 38.3 µM), without a hit: top-dose activity change, negative = inhibition, hits mostly inhibitors. HEK293 cAMP-luciferase reporter cells, luminescence, 24 h. 410,000 tested, 0.13% active. AID 624418;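 note: loss of luciferase light is scored as toxicity; potency is the fitted concentration of half-maximal effect; % is set by controls: 0 for no effect and ±100 for the full control effect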
#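 Quantitative HTS format, 1536 wells, 200 cells/uL seeded. Compounds: 23 nL, 24 h, 37 °C. Detection: luciferase reagent, luminescence at 12 min RT; decreased signal taken as cytotoxic.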
# Active calls of the source: *; i = inactive; ? = inconclusive; / = not tested or not shown; [ ] = another dose, or the depositor's remark. Unless noted, calls come from the whole dose curve; as a rule, active = well fitted curve in the direction sought with a large enough effect; inconclusive = small, poorly fitted or top-dose-only effect, or another doubt; inactive = no such curve, though single readings can be large; an effect the other way counts as inactive or inconclusive.
[1] COc1cccc(C=Nc2ccccc2C(=O)Nc2ccccc2)c1O
[2] COc1ccc(NC(=O)CSc2cc(C)ccc2C)cn1
[3] Cc1ccc(/C(O)=C2\C(=O)C(=O)N(CCN(C)C)C2c2ccccc2F)cc1 (stereo not drawn)
[4] CCCN(C(=O)Cn1nc(Cc2ccncc2)c2ccccc2c1=O)c1ccccc1C
[5] CCN(CC)C(=O)C1=C(C)N(Cc2ccc(OC)cc2)C(=O)C(CC(=O)NCCCCc2ccccc2)C1 (stereo not drawn)
[6] CC(C)Cc1nnc(NC(=O)CCC(=O)N2CCN(c3ccc(F)cc3)CC2)s1
[7] COc1ccc(C(=O)NNC(=S)NC(=O)c2ccc(Br)o2)cc1OC
[8] C=CC[C@@H](CC(=O)OC(C)(C)C)C(=O)OC[C@H]1CCCN1C(=O)[C@@H](CC=C)CC(=O)NCCO
[9] Cc1ccc(C(=O)NNC2CC(=O)N(c3ccc4c(c3)OCCO4)C2=O)cc1 (stereo not drawn)
[10] CN1C[C@@H]2[C@@H]3C(=O)N(Cc4ccccc4)C(=O)[C@@H]3[C@](C)(C1=O)N2C(=O)c1ccc(Br)cc1
entry no. | 1 | 2 | 3 | 4 | 5 | 6 | 7 | 8 | 9 | 10
FUS suppressor | / | 20% | 3% | 12% | 24% | 17% | 4% | 31% | 30% | 10%
Abeta rescue | 7% | 27% | 8% | 2% | 5% | -5% | 4% | -13% | 8% | 3%
PTHR1 ag | i | -9% | i | i | i | -14% | i | i | i | -5%
aSyn yeast inh | 0% | -6% | 0% | / | 1% | 2% | 8% | -4% | 12% | 0%
pAkt inh | i | i | i | / | i | i | i | i | i | i
Mm-Cpn inhibitor | -4% | -13% | -4% | / | / | 0% | -1% | 0% | -5% | /
GLP1R inv ag | 21% | -26% | -8% | -2% | ? | ? | -6%[7.66 µM] | -4% | ? | 20%
TDP43 rescue | 13% | -19%[0.397 µM] | 0% | 6% | 1% | -2% | 3.5µM* | 17% | -17%[0.397 µM] | 0%
HEK293 tox | -7% | 14% | 0% | -5% | -1% | 0% | -3%[7.66 µM] | 0% | -9% | -15%

[11] CN(CC(=O)Nc1ccc(Cl)cc1)C(=O)COc1ncnc2ccccc12
[12] COC(=O)c1cccc(S(=O)(=O)N2CCC(c3nc4ccccc4o3)CC2)c1
[13] O=C(NNC(=O)c1nc2ccccc2[nH]1)OCc1ccccc1
[14] Cc1cc(C)n(/N=C/c2ccccc2O)c(=O)c1
[15] CC(=O)c1ccc(NC(=O)CSc2nnc(-c3ccco3)c(-c3ccco3)n2)cc1
[16] Cc1ccc(N(CC(=O)N=Nc2c(O)[nH]c3ccccc23)S(C)(=O)=O)c(C)c1
[17] CC(C)c1ccc(C(=O)N(c2ccccn2)C(C)c2ccco2)cc1 (stereo not drawn)
[18] O=C1CC(=O)CC(c2ccccc2)C1
[19] Cc1ccc(S(=O)(=O)N2CCN(C(=O)C3CC(=O)N(c4ccc5c(c4)OCCO5)C3)CC2)cc1 (stereo not drawn)
[20] CCN(CC)c1ccc2c(Cl)c(Br)c(=O)oc2c1
entry no. | 11 | 12 | 13 | 14 | 15 | 16 | 17 | 18 | 19 | 20
FUS suppressor | -25% | -25% | -15% | -13% | ? | 33% | 14% | -26% | 27% | 25%
Abeta rescue | -13% | 6% | -8% | -3% | -5% | -4% | 8% | 0% | ? | -75%[inhibitor]
PTHR1 ag | i | -10%[57.5 µM] | -11% | i | -2% | i | i | i | -8% | i
aSyn yeast inh | -2% | 2% | / | 0% | 1% | -4% | 0% | -2% | 0% | 18%
pAkt inh | i | i | / | i | i | i | i | i | i | i
Mm-Cpn inhibitor | 0% | 0% | -1% | -6% | -13% | 2% | -1% | 2% | 1% | ?
GLP1R inv ag | -16% | -2% | / | 18% | 58%[activator] | 15% | 0% | -3% | 7% | ?
TDP43 rescue | -2% | -16% | / | -2% | -7% | 7% | 6% | -9% | 14% | 20µM*
HEK293 tox | -11% | 0% | / | -2% | -9% | -4% | -7% | 6% | -21% | /

[21] CC12CC3(C)CC(C)(C1)CC(C(=O)Nc1nn[nH]n1)(C2)C3
[22] Cc1ccc(-c2nn(CC(N)=O)c(=O)c3ccccc23)cc1S(=O)(=O)N(C)C
[23] O=C(CSc1ccc2nnc(-c3ccccn3)n2n1)N1CCN(c2ccccc2)CC1
[24] Cc1cccc[n+]1CC(=O)c1ccc([N+](=O)[O-])cc1
[25] O=C(NCC1CCCN(C(=O)c2cscn2)C1)c1ccc(-c2ccccc2)cc1 (stereo not drawn)
[26] CCOc1cc(/C=C2\N=C(C)OC2=O)cc(Cl)c1OCC(=O)OC
[27] O=C(c1cccc(S(=O)(=O)N2CCCC2)c1)N1CCN(Cc2ccccc2)CC1
[28] O=C(CN1C(=O)c2ccccc2C1=O)Nc1ccc(-c2nc3ccccc3o2)cc1
[29] CC(C)(C)NC(=O)COC(=O)c1ccc(F)cc1Cl
[30] CC1(C)CC(=O)C2=C(C1)N(C1CCCCC1)C(=O)C2(O)C(F)(F)F (stereo not drawn)
entry no. | 21 | 22 | 23 | 24 | 25 | 26 | 27 | 28 | 29 | 30
FUS suppressor | 7% | 2% | -1% | 8% | 12% | -3% | -14% | 31% | 12% | 9%
Abeta rescue | 13% | -6% | 1% | 8% | -1% | 0% | 3% | -11% | -10% | 4%
PTHR1 ag | i | i | -25% | i | -39%[inhibitor] | i | -34%[inhibitor] | i | -1% | i
aSyn yeast inh | -8% | / | -4% | 3% | 0% | 16% | -7% | -3% | -1% | /
pAkt inh | i | / | i | i | i | i | i | i | i | /
Mm-Cpn inhibitor | 2% | 0% | -1% | / | 0% | / | 1% | -2% | -12% | -1%
GLP1R inv ag | -28% | 0% | -4% | 9% | -2% | -28% | -8% | 6% | 15% | 47%[activator]
TDP43 rescue | -7% | -13% | 5% | / | -6% | -28% | 9% | 10% | -24%[9.22 µM] | -2%
HEK293 tox | -10% | 8% | ? | -4% | 7% | ? | 2% | 1% | -1% | -4%

[31] Cc1nn(C)c(C)c1CN(C)C(=O)C1CCC(=O)N(C2CCCCCC2)C1 (stereo not drawn)
[32] CCCc1nc(SCC(N)=O)[nH]c(=O)c1CC
[33] COc1ccc(N(CC(=O)NCc2ccccc2)S(=O)(=O)c2c(C)n[nH]c2C)cc1
[34] COc1ccc(-c2[nH]ncc2CN(C)CCc2c(C)n[nH]c2C)c(F)c1
[35] Cc1ccc(Cl)c2c1NC(=O)C2=O
[36] CCC(=O)C1=C(c2cccc([N+](=O)[O-])c2)N(C(=O)CC)n2c(nnc2-c2ccccc2)S1
[37] COc1ccc(S(=O)(=O)N2CCOC2CNC(=O)C(=O)NCc2ccccn2)cc1C (stereo not drawn)
[38] CC(=O)c1cccc(S(=O)(=O)N2CCCC(c3nc(-c4ccc(C)o4)no3)C2)c1 (stereo not drawn)
[39] COc1ccc(NC(=O)CCN2C(=O)c3ccccc3S2(=O)=O)cc1
[40] CCOc1cccc2cc(C(=O)Nc3cc(C)on3)c(=O)oc12
entry no. | 31 | 32 | 33 | 34 | 35 | 36 | 37 | 38 | 39 | 40
FUS suppressor | 2% | 16% | 5% | 4% | -18% | 12% | / | 32% | 26% | 10%
Abeta rescue | 18% | 9% | 10% | -3% | -19% | 1% | 0% | 8% | 5% | 12%
PTHR1 ag | i | -18%[57.5 µM] | i | i | i | 18% | -16% | -29% | -7% | 9%[57.5 µM]
aSyn yeast inh | 3% | 4% | -4% | -5% | -1% | / | -3% | -1% | -1% | -3%
pAkt inh | i | i | i | i | i | / | i | i | i | ?
Mm-Cpn inhibitor | -7% | 1% | 1% | 2% | 1% | / | 0% | -4% | / | -4%
GLP1R inv ag | -31% | 1% | -16% | 8% | 14% | 11% | 18% | 2% | -21% | -1%
TDP43 rescue | 13% | 2% | 3% | -9% | 6% | -2% | -7% | -8% | -10% | -1%
HEK293 tox | -1% | -25% | -10% | 18% | 3% | 1% | -6% | -5% | -18% | -6%

# Entries of single compounds, quoted from the list.
# `COc1cccc(C=Nc2ccccc2C(=O)Nc2ccccc2)c1O` in the list: FUS suppressor: /; Abeta rescue: 7%; PTHR1 ag: i; aSyn yeast inh: 0%; pAkt inh: i; Mm-Cpn inhibitor: -4%; GLP1R inv ag: 21%; TDP43 rescue: 13%; HEK293 tox: -7%
# `CC(C)(C)NC(=O)COC(=O)c1ccc(F)cc1Cl` in the list: FUS suppressor: 12%; Abeta rescue: -10%; PTHR1 ag: -1%; aSyn yeast inh: -1%; pAkt inh: i; Mm-Cpn inhibitor: -12%; GLP1R inv ag: 15%; TDP43 rescue: -24%[9.22 µM]; HEK293 tox: -1%

# More structures follow:
[41] COc1ccc2cc3cc(C(=O)N(C)C4CCCCC4)oc3nc2c1
[42] Cc1sc2c(c1C)c(=O)n(-c1ccc(Cl)cc1)c(=O)n2CC(=O)c1ccccc1
[43] S=C(NCc1ccco1)NCc1ccco1
[44] COc1ccccc1OCc1nnc(SCC(=O)N2CCCCC2)n1-c1ccccc1
entry no. | 41 | 42 | 43 | 44
FUS suppressor | 18% | -5% | / | 27%
Abeta rescue | -27% | -8% | 4% | 15%
PTHR1 ag | -34%[inhibitor] | i | i | -24%
aSyn yeast inh | 13% | / | -29% | 4%
pAkt inh | i | / | i | i
Mm-Cpn inhibitor | -1% | / | / | 4%
GLP1R inv ag | 8% | -4% | 8% | 7%
TDP43 rescue | 18µM* | -8% | -9% | 16%
HEK293 tox | -9% | 1% | -3% | 8%

# Only part of the results is shown; rates above refer to the full screens.
